HTRA1 inhibitor = HTRA1 (human) protease inhibition. Q92743. recombinant HTRA1, FP-rhodamine activity-based probe, fluorescence polarization. inhibition, % at 5.96 µM. actives 0.5% (n = 340,000). AID 504803; in the data active = inhibition above about 36%;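 also: 0% = enzyme with DMSO and 100% = wells lacking enzyme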
UHRF1 MBD2 ctr = UHRF1 methyl-DNA binding inhibition; UHRF1 binding to methylated oligo, TR-FRET; Q96T88; inhibition, % at 4.4 µM; AID 687016; actives 0.75% (n = 370,000); in the data active = inhibition above about 21%;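 also: UHRF1 SRA domain binding a hemimethylated CpG hairpin DNA probe; 0% = median of test compound wells and 100% = reference inhibitor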
rCAG RNA binder = r(CAG) repeat RNA binding; inhibition, % at 3 µM; AID 651821; actives 1.3% (n = 370,000); TO-PRO-1 dye displacement fluorescence;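 active = inhibition above the plate cutoff, the mean of all test compounds on that plate plus 3 SD, cut at about 35% in these data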;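 also: 0% = DMSO alone and 100% = 100 µM mitoxantrone as full dye displacement; higher means more dye released from RNA so lower well fluorescence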
PRMT1 inh = blocks human protein arginine methyltransferase 1 | Q99873 | recombinant PRMT1, activity-based probe fluorescence polarization | inhibition, % at 2.79 µM | actives 1.3% (n = 370,000) | AID 652257;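 active = inhibition above about 21% made by adding two undisclosed values, limit read from the data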
mABHD4 FP = inhibits mouse alpha/beta hydrolase domain 4 | inhibition, % at 8.92 µM | actives 0.54% (n = 370,000) | purified mABHD4, FP-Rh probe fluorescence polarization | AID 720543 | Q8VD66;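 active = inhibition exceeding the mean over every tested compound plus 3 SD, cut at about 30% in these data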;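 also: 0% = plate median of compound wells and 100% = S159A mutant with DMSO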
Target sequence (Q8VD66 whole entry, looked up, the tested form may be a part): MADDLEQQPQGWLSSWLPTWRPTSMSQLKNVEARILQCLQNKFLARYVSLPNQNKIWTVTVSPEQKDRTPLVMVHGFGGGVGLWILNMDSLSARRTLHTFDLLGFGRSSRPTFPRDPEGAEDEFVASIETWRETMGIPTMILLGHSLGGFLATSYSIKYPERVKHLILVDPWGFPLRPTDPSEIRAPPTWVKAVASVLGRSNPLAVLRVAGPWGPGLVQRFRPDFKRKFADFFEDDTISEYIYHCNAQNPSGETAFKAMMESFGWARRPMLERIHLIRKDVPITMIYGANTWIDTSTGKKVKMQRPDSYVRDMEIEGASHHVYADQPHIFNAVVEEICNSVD
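Assay system: wild-type mouse ABHD4 protein; compound: single nominal dose of 8.92 µM, 0.89% DMSO final; schedule: 45 min + 60 min at 25 °C; measured by: FP readout, ex 525 nm / em 598 nm; evaluation: % inhibition of FP-Rh probe binding versus controls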
MBD2 DNA inh = MBD2-methylated oligo binding inhibition. Q9UBB5. TR-FRET, MBD2 binding to methylated oligonucleotide. inhibition, % at 4.4 µM. actives 0.31% (n = 370,000). AID 686964; in the data active = inhibition above about 13%
Target sequence (Q9UBB5 whole entry, looked up): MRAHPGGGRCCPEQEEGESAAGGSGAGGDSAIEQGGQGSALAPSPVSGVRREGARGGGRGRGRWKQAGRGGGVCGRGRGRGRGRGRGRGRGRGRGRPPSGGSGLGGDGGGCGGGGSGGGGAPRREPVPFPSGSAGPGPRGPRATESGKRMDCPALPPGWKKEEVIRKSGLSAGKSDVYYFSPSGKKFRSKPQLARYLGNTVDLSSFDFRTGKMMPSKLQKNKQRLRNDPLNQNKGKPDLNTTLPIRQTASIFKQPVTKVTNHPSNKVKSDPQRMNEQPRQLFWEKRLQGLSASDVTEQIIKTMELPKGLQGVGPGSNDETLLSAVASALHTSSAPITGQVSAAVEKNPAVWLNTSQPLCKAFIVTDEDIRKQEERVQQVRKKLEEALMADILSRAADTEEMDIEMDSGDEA
SIAE primary = inhibitors of human sialic acid acetylesterase SIAE; SIAE FP-Rh probe binding, fluorescence polarization; inhibition, % at 9.66 µM; actives 0.69% (n = 370,000); AID 1053197;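 active = inhibition above a cutoff: mean of compounds within the control limits plus 3 SD of those, cut at about 17% in these data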;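 also: 0% = plate median of compound wells and 100% = probe without SIAE protein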
NPR1 activator = GC-A (human) enzyme activation. HEK293 GC-A cells, cGMP TR-FRET, EC30 ANP; 0% at EC30 ANP, 100% saturating ANP. activation, % at 10 µM. actives 0.14% (n = 370,000); in the data active = activation above about 40%
GC-B act = GC-B (human) receptor activation; P20594; HEK293-GC-B cells, CNP EC30, cGMP TR-FRET; 0% at EC30 CNP, 100% saturating CNP; activation, % at 10 µM; actives 0.11% (n = 370,000); AID 1920062;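 active = activation at 10 µM reaching about 35% in either raw or pattern-adjusted values, limit read from the data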
TCR CD3 inh = inhibitors of human TCR-CD3 interaction. TAMRA-labeled TCR probe fluorescence, biochemical. inhibition, % at 9.4 µM. actives 0.37% (n = 360,000). AID 651800; in the data active = inhibition above about 19%;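 also: recombinant mutant TCR 2C K166C tagged with TAMRA read by polarization; 0% = receptor in buffer alone and 100% = receptor with positive control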
An asterisk follows results filed as active; . = not tested or not shown; + = active, no number.

SMILES	HTRA1 inhibitor	UHRF1 MBD2 ctr	rCAG RNA binder	PRMT1 inh	mABHD4 FP	MBD2 DNA inh	SIAE primary	NPR1 activator	GC-B act	TCR CD3 inh
O=C(NC(=S)N1CCN(c2ccc(C(F)(F)F)cc2[N+](=O)[O-])CC1)c1cccs1	-10	4	11	5	10	-4	-2	-2	-3	0
Brc1ccccc1C1Nc2cccc3cccc(c23)N1	59*	-2	16	39*	45*	2	13	-5	3	9
O=C(Nc1ncccn1)c1cccc(Cl)c1	.	1	0	7	-1	1	0	-1	0	-2
COc1ccc(CNC(=O)CSc2ncnc3nc[nH]c23)cc1	-6	-1	4	-1	1	-4	-3	3	0	-1
Cc1cccc(-c2ccc3c(c2)C2CC3CCN2C)c1 (centres undefined)	8	1	3	5	1	5	-2	3	-5	-7
Cn1cnnc1Sc1ccc(C(=O)NCCC(c2ccccc2)c2ccccc2)cc1[N+](=O)[O-]	-3	-3	7	-1	-7	2	9	-4	-14	1
CCN(CC)P(=O)(Nc1ccccc1Br)c1ccc(N(C)C)cc1NC(=O)c1ccco1 (centres undefined)	-10	2	-2	-3	4	1	5	-7	0	2
CCS(=O)(=O)c1ccc(O)c(NC(=O)NC2CCCCC2)c1	3	-1	4	-4	1	-3	-1	1	-4	-1
CCn1c(=O)n(CCOC)c(=O)c2c3c(sc21)CCCC3	-1	-1	-5	-3	3	0	1	3	-4	5
CCCCc1ccc(NC(=O)C(=O)NCCN2CCN(Cc3ccc([N+](=O)[O-])cc3)CC2)cc1	5	0	-3	1	0	1	-5	-3	0	0
Cc1cc(C(=O)N2CCN(c3ncccc3C#N)CC2)no1	0	-2	0	1	2	-7	-3	2	-10	-3
CN(C)c1ccc(N2CC(C)(C)C2=O)cc1	-2	-1	-1	-2	2	1	-7	-10	-1	3
Cc1ccc(NC(=S)N(CCN(C)C)C(C)c2ccco2)cc1Cl (centres undefined)	-3	5	-5	7	-9	6	-3	-3	0	-12
O=C(O)c1cc(-c2ccccc2)c(N2CCOCC2)s1	3	-1	-2	6	0	0	-2	1	-3	5
Cc1nn(CC(=O)NCCCN2C(C)CCCC2C)c(=O)c2cc3occc3n12 (centres undefined)	3	1	0	2	-1	0	1	4	1	7
O=C(NCc1ccc2c(c1)OCO2)C1CC(c2ccc(Cl)cc2)=NO1 (centres undefined)	-1	-3	-2	0	0	-8	6	-8	-5	3
O=C(CSc1n[nH]c(-c2ccc(S(=O)(=O)NC3CCCCC3)cc2)n1)N1CCCC1	0	1	3	-3	-3	-4	-4	1	1	5
CC[C@]12c3[nH]c4cc(-c5ccco5)ccc4c3CCN1C(=O)[C@@H](CC(=O)NCCCOC)C[C@@H]2C(=O)N1CCN(C(=O)c2ccco2)CC1	-1	-1	6	6	-3	-2	-3	6	5	-1
Cc1ccc(-c2nn(CC(=O)Nc3ccc4c(c3)nc3n4CCOC3)c(=O)c3ccccc23)cc1	3	0	2	0	2	-2	-3	-3	3	5
Cc1ccc(SCCOCCN2CCOCC2)cc1	-9	-2	-6	-3	-5	-4	-2	0	-1	2

Entries of single compounds, looked up by structure:
CCCCc1ccc(NC(=O)C(=O)NCCN2CCN(Cc3ccc([N+](=O)[O-])cc3)CC2)cc1 reads HTRA1 inhibitor = 5; UHRF1 MBD2 ctr = 0; rCAG RNA binder = -3; PRMT1 inh = 1; mABHD4 FP = 0; MBD2 DNA inh = 1; SIAE primary = -5; NPR1 activator = -3; GC-B act = 0; TCR CD3 inh = 0
Cc1ccc(SCCOCCN2CCOCC2)cc1 reads HTRA1 inhibitor = -9; UHRF1 MBD2 ctr = -2; rCAG RNA binder = -6; PRMT1 inh = -3; mABHD4 FP = -5; MBD2 DNA inh = -4; SIAE primary = -2; NPR1 activator = 0; GC-B act = -1; TCR CD3 inh = 2
CCN(CC)P(=O)(Nc1ccccc1Br)c1ccc(N(C)C)cc1NC(=O)c1ccco1 (centres undefined) reads HTRA1 inhibitor = -10; UHRF1 MBD2 ctr = 2; rCAG RNA binder = -2; PRMT1 inh = -3; mABHD4 FP = 4; MBD2 DNA inh = 1; SIAE primary = 5; NPR1 activator = -7; GC-B act = 0; TCR CD3 inh = 2

Continued.
SMILES	HTRA1 inhibitor	UHRF1 MBD2 ctr	rCAG RNA binder	PRMT1 inh	mABHD4 FP	MBD2 DNA inh	SIAE primary	NPR1 activator	GC-B act	TCR CD3 inh
Cc1ccc(-n2nc3ccc(NC(=O)c4ccco4)cc3n2)cc1	-45	-1	14	2	-34	-4	-43	21	-3	1
O=C(CSc1ccc2nnc(-c3ccccn3)n2n1)Nc1ccc2c(c1)OCO2	2	-2	4	4	7	0	14	-5	-1	2
O=C(O)CSc1nc2ccc(Cl)cc2[nH]1	-2	0	-1	0	-2	1	-2	2	0	7
N#CCCN(C(=O)COC(=O)CCNS(=O)(=O)c1ccccc1)c1ccccc1	2	-1	3	-4	5	-4	3	0	2	4
O=C(Nc1ccc2c(c1)OCCO2)C1c2ccccc2OCC(=O)N1C1CC1 (centres undefined)	.	-1	2	5	3	2	2	2	-6	-5
CCCCCC(=O)N1C[C@H](O)[C@@H](n2cc(-c3ccc(F)cc3)nn2)C[C@@H]1c1ccc(OC)cc1	-44	-2	4	-5	-9	2	-7	-2	-5	-1
O=C(NCC(O)c1ccc([N+](=O)[O-])cc1)C1=COCCO1 (centres undefined)	1	0	0	1	0	0	2	3	3	+
O=C(NCC(=O)N(c1cccc(F)c1)C(C(=O)NCC1CCCO1)c1ccccc1)c1ccco1 (centres undefined)	11	2	-8	2	-1	-5	3	2	3	-1
Cc1nn(-c2ccccc2)nc1CNS(C)(=O)=O	-4	1	-1	-7	-1	1	-1	5	6	6
CCC(C)NS(=O)(=O)c1ccc(NC(=O)C(Sc2ccccc2)c2ccccc2)cc1 (centres undefined)	-99	5	17	-3	-101	0	-126	-3	-8	-3
CCOC(=O)C1=C(C)NC(=O)NC1c1cccs1 (centres undefined)	3	5	-1	1	4	6	-1	1	-1	-2
Cc1occc1C(=O)Nc1ccc2c(c1)CCC2	-6	6	7	-3	-6	1	1	4	0	-9
COc1ccccc1CN1CCNC(=O)C1CC(=O)N(C)Cc1cnccn1 (centres undefined)	0	0	-1	3	11	4	-4	1	1	-6
O=C(NC(=S)Nc1ccc(CN2CCOCC2)cc1)c1ccc([N+](=O)[O-])cc1Cl	7	-1	-6	-1	1	0	5	-4	-1	4
CCC(c1nnc(SCc2nc3ccccc3s2)n1Cc1ccccc1)N(C)C (centres undefined)	-21	-4	-10	-2	-3	0	1	-12	-9	4
CCC(C)NC(=O)Cn1cnc([N+](=O)[O-])c1 (centres undefined)	0	1	5	3	2	0	-2	3	0	4
COc1cccc(S(=O)(=O)NCC(=O)N2CCCC2)c1	5	3	-2	8	1	-2	-1	0	4	-8
Fc1cccc(Cl)c1-c1nnc2ccc(C(F)(F)F)cn12	-4	-1	1	2	0	-4	2	-3	-2	7
O=C(Nc1ccccc1F)c1ccc(S(=O)(=O)NCC2CCCO2)cc1 (centres undefined)	-3	0	0	-2	0	-1	2	-1	-3	2
COc1ccc(CCN(C(=O)c2cccc(F)c2)C2CC(=O)N(c3ccc(OC)cc3)C2=O)cc1 (centres undefined)	-11	-5	-4	-3	-8	0	-1	-3	3	5

As entered above.
NPR1 activator result of COc1ccc(CCN(C(=O)c2cccc(F)c2)C2CC(=O)N(c3ccc(OC)cc3)C2=O)cc1 (centres undefined) reads -3
MBD2 DNA inh result of O=C(CSc1ccc2nnc(-c3ccccn3)n2n1)Nc1ccc2c(c1)OCO2 reads 0

Next compounds
SMILES	HTRA1 inhibitor	UHRF1 MBD2 ctr	rCAG RNA binder	PRMT1 inh	mABHD4 FP	MBD2 DNA inh	SIAE primary	NPR1 activator	GC-B act	TCR CD3 inh
O=C(CSc1ccc(-c2cccnc2)nn1)Nc1ccccc1C(F)(F)F	-2	7	-4	3	-11	5	-7	-1	0	2
COc1ccc(CCn2c(=N)c(C(=O)NCc3ccco3)cc3c(=O)n4ccccc4nc32)cc1OC	3	-6	9	2	-3	-5	-7	10	-2	-4
COc1ccc(NC(=O)Cc2nnc(SCC(=O)Nc3nccs3)n2C)cc1	-8	-1	-2	4	7	2	1	1	1	0
Cc1ccc(N(C(=O)Cc2cccs2)C(C(=O)NCC2CCCO2)c2ccncc2)cc1 (centres undefined)	-2	-1	-10	1	5	0	-5	-14	-14	7
COc1ccc(N2CC(C(=O)Nc3ccc(S(=O)(=O)N4CCCC4)cc3)CC2=O)cc1 (centres undefined)	-2	0	5	-1	3	-1	-6	2	-1	2
O=S(=O)(Nc1ncccn1)c1ccc(NC(=S)NCCc2ccccc2)cc1	-2	1	7	-2	-3	2	4	5	-3	0
CCCCC[n+]1ccn(C2=C([O-])c3ccccc3C(=O)/C2=N\S(=O)(=O)c2ccc(Cl)cc2)c1	1	0	2	-1	5	6	3	-2	2	-7
COc1ccc(C#Cc2c(-c3ccccc3)n(C)c3ccccc23)cc1	-20	1	8	4	-6	-4	-4	-7	0	-1
O=C(O)C(=O)Nc1ncn[nH]1	7	1	3	-1	10	6	4	4	1	3
CCc1ccc(CN2CCC(n3nccc3NC(=O)C3CCCC3)CC2)cc1	-3	-2	-7	0	1	0	4	0	3	5
CCCn1c(C(C)Nc2nc(C)cs2)nc2cc(Cl)c(Cl)cc21 (centres undefined)	-16	3	-1	2	8	-4	-1	-19	-17	11
COc1ccccc1CN1CC(C(=O)NCc2cccc(C)n2)CCC1=O (centres undefined)	4	0	-4	-2	-3	-1	10	0	3	7
CN(C)c1ccc(C2CC(=O)NC3=C2C(=O)CC(C)(C)C3)cc1 (centres undefined)	1	-1	1	-3	2	-7	12	-2	-1	3
O=C(c1ccc(S(=O)(=O)Nc2ccccc2F)cc1)N1CCCC1	0	3	2	-2	-7	1	-9	2	0	-3
CC(=O)Nc1c2c(nn1-c1ccccc1C)CSC2	4	1	5	6	4	4	3	1	2	-4

Source: PubChem (several laboratories)

These rows are one share of the data; rates above refer to the full screens.
